OXTR potentiator: potentiates the human oxytocin receptor response. CHO-OTR cells, Fluo-8 calcium fluorescence, potentiator mode; 0% = oxytocin EC15, 100% = EC100. activation, % at 3 µM. 320,000 tested, 0.061% active;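 active = activation above that plate's cutoff, the mean activation of tested compounds plus 3 SD, cut at about 6.6% in these data, passing the limit was not always enough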;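 note: 100% uses oxytocin at 75 nM as the full agonist control; some results filed as inactive read as strong as hits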
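Dosing: Single dose, 3.0 µM nominal final compound concentration | Material: Human OTR in CHO cells | Technique: Kinetic Fluo-8 calcium fluorescence | Benchmarks: EC15 oxytocin alone as 0%, 75 nM oxytocin as 100% | Probe or stimulus: Oxytocin at about EC15, sub-maximal agonist stimulus | Incubation: Compound 6 min at room temperature before oxytocin, 100 s read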
CHRM1 antagonist: antagonists of human M1 muscarinic receptor; P11229; CHO-K1 hM1, Fluo-8 calcium fluorescence, ACh EC80 antagonist; inhibition, % at 3 µM; 360,000 tested, 1.3% active;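 active = percent inhibition above its own plate's cutoff, namely the mean of that plate's compound wells plus 3 SD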;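 note: peak over basal fluorescence ratio during 140 s after agonist addition; 0% = ACh EC80 plus DMSO and 100% = DMSO alone without agonist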
Target sequence (P11229 whole entry, looked up): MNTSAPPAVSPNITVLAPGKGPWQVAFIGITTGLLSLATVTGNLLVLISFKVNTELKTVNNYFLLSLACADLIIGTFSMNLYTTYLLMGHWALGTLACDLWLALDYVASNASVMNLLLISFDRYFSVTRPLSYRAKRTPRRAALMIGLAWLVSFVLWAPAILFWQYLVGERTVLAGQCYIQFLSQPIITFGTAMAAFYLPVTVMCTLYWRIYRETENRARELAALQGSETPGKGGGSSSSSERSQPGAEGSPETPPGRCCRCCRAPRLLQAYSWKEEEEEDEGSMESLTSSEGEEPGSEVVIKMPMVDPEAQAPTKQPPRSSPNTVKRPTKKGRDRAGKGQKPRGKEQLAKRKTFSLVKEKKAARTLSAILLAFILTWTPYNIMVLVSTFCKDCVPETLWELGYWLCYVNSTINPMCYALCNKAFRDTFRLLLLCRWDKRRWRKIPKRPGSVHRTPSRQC
CHO parental Ca: counter-screen for OX1R antagonists: effect in parental CHO cells. parental CHO-K1, ATP-induced calcium, Fluo-8 fluorescence. inhibition, % at 5.6 µM. 330,000 tested, 0.63% active;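 active = inhibition above that plate's mean sample inhibition plus 3 SD, cut at about 26% in these data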;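 note: 0% = ATP-challenged DMSO wells and 100% = DMSO wells without ATP; some compounds past the cut are filed as inactive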
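Assay system – parental CHO cells · Reagent – ATP stimulus · Detection – intracellular calcium via Fluo-8 no-wash fluorescent dye · Evaluation – percent inhibition of ATP-evoked calcium rise, normalized to controls · Controls – ATP wells versus no-ATP DMSO wells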
CHRM1 agonist: agonists of human M1 muscarinic receptor; P11229; CHO-K1 hM1, Fluo-8 calcium fluorescence, agonist mode; 0% DMSO, 100% acetylcholine EC100; activation, % at 3 µM; 360,000 tested, 0.33% active;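 active = activation above the run's mean compound activation plus 3 SD, cut at about 16% in these data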;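 note: peak over basal fluorescence ratio within a 140 s kinetic read after compound addition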
CHRM4 antagonist: blocks acetylcholine activation of human M4 receptor; CHO-hM4 cells, ACh EC80, Fluo-8 calcium fluorescence; inhibition, % at 3 µM; 360,000 tested, 0.73% active;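 active = inhibition above its plate's cutoff, the mean inhibition of sample wells plus 3 SD, cut at about 27% in these data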;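 note: 0% = acetylcholine EC80 with DMSO and 100% = DMSO without agonist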
Target sequence (P08173 whole entry, looked up): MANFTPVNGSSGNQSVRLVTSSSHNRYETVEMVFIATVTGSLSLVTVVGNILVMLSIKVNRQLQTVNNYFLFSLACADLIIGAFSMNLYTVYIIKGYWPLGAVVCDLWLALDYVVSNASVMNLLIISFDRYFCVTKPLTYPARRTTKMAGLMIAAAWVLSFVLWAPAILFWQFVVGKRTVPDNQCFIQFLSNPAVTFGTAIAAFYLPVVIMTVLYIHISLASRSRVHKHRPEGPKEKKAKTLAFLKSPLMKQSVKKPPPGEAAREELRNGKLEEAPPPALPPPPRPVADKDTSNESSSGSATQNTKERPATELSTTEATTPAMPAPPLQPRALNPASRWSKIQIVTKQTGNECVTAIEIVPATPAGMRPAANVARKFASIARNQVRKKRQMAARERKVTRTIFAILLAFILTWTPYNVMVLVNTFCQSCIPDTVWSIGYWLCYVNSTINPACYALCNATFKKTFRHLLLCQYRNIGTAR
CHRM1 PAM: human CHRM1 positive allosteric modulation. P11229. CHO-K1 hM1, Fluo-8 calcium fluorescence, ACh EC20; 0% = ACh EC20, 100% = maximal ACh. activation, % at 3 µM. 360,000 tested, 0.088% active. AID 588819; in the data active = activation above about 19%, passing the limit was not always enough
CHO-K1 Ca antag: counter-screen for M1 antagonists: effect in parental CHO-K1 cells. AID 602250. inhibition, % at 3 µM. 360,000 tested, 0.6% active. ATP-induced calcium, Fluo-8 fluorescence;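 active = inhibition above a per-plate cutoff, the plate's mean sample inhibition plus 3 SD, cut at about 24% in these data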;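 note: 0% = DMSO plus EC80 ATP and 100% = DMSO alone without ATP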
CHO-K1 Ca ag: nonselective activator or artifact in parental CHO-K1 cells; Fluo-8 calcium fluorescence; scaled to maximal ATP response, vehicle zero; activation, % at 3 µM; 360,000 tested, 0.48% active; AID 602248; in the data active = activation above about 15%;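 note: untransfected CHO-K1 host cells lacking M1 receptor as counterscreen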
M4 ag: CHRM4 agonism in calcium assay; P08173; CHO-K1 hM4/Gqi5, Fluo-8 calcium fluorescence; vehicle 0%, full acetylcholine response 100%; activation, % at 3 µM; 360,000 tested, 0.14% active; AID 624127;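 active = activation above the run mean over all test wells plus 3 SD, cut at about 32% in these data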;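 note: peak over basal fluorescence ratio per well then scaled between controls; 0% = DMSO wells and 100% = acetylcholine at EC100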
Starred values were filed as active, the others as inactive; nt = not tested or not shown.

Value order – CHRM1 PAM | OXTR potentiator | CHO parental Ca | CHRM1 antagonist | CHO-K1 Ca antag | M4 ag | CHO-K1 Ca ag | CHRM1 agonist | CHRM4 antagonist
- Cc1ccc(S(=O)(=O)Nc2ccc3c(c2)C(=O)N([C@H](C)CO)C[C@H](C)[C@@H](CN(C)C(=O)Nc2ccc4c(c2)OCO4)O3)cc1
    11 | -3 | -2 | -11 | -4 | 0 | -0.3 | -5 | 4
- O=Nc1c(-c2ccccc2)n(O)[n+]([O-])c1-c1ccccc1
    2 | nt | nt | 0 | 13 | 1 | 7.7 | -1 | -9
- CC(=O)C(Cc1ccccc1)NC(=O)CN1c2cccc3cccc(c23)S1(=O)=O (stereo unspecified)
    2 | -4 | -18 | 4 | 0 | 6 | 2.0 | 0 | -1
- COc1ccc2[nH]c3c(=O)n(/N=C/c4ccc(OC)c(CN5CCCC5)c4)c(C)nc3c2c1
    4 | -4 | -18 | -1 | -8 | 0 | -0.1 | -5 | 0
- CCOc1ccc(-n2nnnc2SCC(=O)NC2CCCC2)cc1
    13 | -17 | -9 | -11 | -4 | 7 | 13 | 1 | -3
- COc1cccc(-n2nnc3c(=O)n(Cc4ccc(C)cc4)cnc32)c1
    8 | -5 | -12 | -12 | -24 | 1 | 2.7 | -5 | 2
- COc1ccc(C2C3=C(CCCC3=O)N(CC(=O)O)C3=C2C(=O)CCC3)cc1Br
    0 | nt | nt | 1 | 13 | 1 | 0.9 | -2 | -10
- O=C(c1ccco1)N1c2ccccc2Sc2ccccc21
    3 | 0 | -19 | -9 | 16 | -2 | -0.2 | -7 | -3
- CCOC(=O)C1CCCN(C(=O)CCNS(=O)(=O)c2cc(Br)cnc2N)C1 (stereo unspecified)
    -7 | -5 | -22 | 3 | -12 | 2 | 2.1 | -2 | -2
- Oc1ccccc1C=Nc1ccccc1-c1nc2ccccc2[nH]1
    7 | -4 | -9 | -8 | 7 | 1 | -0.5 | -7 | -2
- Cn1c(/C=C/c2ccc(Cl)cc2)nc2ccccc2c1=O
    6 | -7 | -12 | -15 | -8 | 1 | 0.6 | -5 | 6
- Cc1cccc(C(=O)Nc2ccc(NC(=O)c3cccc(C)c3)cc2)c1
    14 | nt | nt | -23 | 16 | 0 | -0.2 | -3 | -4
- CCOc1ccc(NC(=O)Cn2nnc(-c3ccccc3NC(=O)CC)n2)cc1
    7 | -6 | -5 | -13 | -11 | 3 | 2.7 | -2 | -3
- CCCNC(=O)CN(C1CCCCC1)S(C)(=O)=O
    3 | -5 | -1 | -12 | 3 | 0 | 0.1 | -3 | 1
- Nc1ccc(Nc2ccncc2)cc1
    2 | nt | nt | -10 | -6 | 1 | 0.2 | -6 | 2
- CCCCCCCCN1C(=O)[C@H](CC(=O)NCC23CC4CC(CC(C4)C2)C3)C[C@@]2(C(=O)OCC)CCCC=C12
    nt | nt | nt | nt | 0 | 1 | 0.8 | nt | -5
- O=C(NCc1ccccc1)c1cc(-c2ccncc2)nc2ccc(S(=O)(=O)N3CCOCC3)cc12
    -2 | -1 | -17 | 0 | -5 | 2 | 1.0 | -6 | -3
- CC(=O)Nc1ccc(S(=O)(=O)NCc2ccc(C(=O)NC(C)c3ccccc3)cc2)cc1 (stereo unspecified)
    1 | -1 | -2 | -7 | -13 | 1 | 0.1 | -4 | 5
- CSc1ccccc1C(=O)N1CCCC(CNC(=O)c2ccc(F)cc2)C1 (stereo unspecified)
    2 | -2 | -2 | -4 | -16 | -1 | 1.1 | -1 | 2
- CCOc1ccc(NC(=O)CC2C(=O)NCCN2C(=O)c2ccc(Cl)cc2)cc1 (stereo unspecified)
    -3 | -16 | 3 | 6 | -11 | 0 | 0.2 | -6 | 7
- CCOCCCNS(=O)(=O)c1ccc(NC(=O)N2c3ccccc3Sc3ccccc32)cc1
    -1 | -6 | -19 | -7 | -2 | -1 | 0.4 | -9 | 7
- C=CCN1C(=O)/C(=C2/Sc3ccc(OC)cc3N2C)SC1=NCc1ccccc1
    8 | -15 | -2 | 1 | -13 | 1 | 0.4 | -5 | 0
- CCC1=NN(C(=O)c2cccc([N+](=O)[O-])c2)C(O)(c2ccc(C)cc2)C1 (stereo unspecified)
    -1 | -10 | -15 | -7 | -8 | 1 | 0.2 | -5 | -1
- CCC(=O)NCc1cc(-c2nn(C)c(=O)c3ccccc23)ccc1C
    8 | -9 | -24 | -6 | 1 | 0 | 0.4 | 0 | 4
- COc1cccc(CNC(=O)CCS(=O)(=O)c2ccc3c(c2)oc(=O)n3C)c1
    9 | -1 | -15 | -11 | -10 | 1 | 0.5 | -2 | -5
- O=C(Nc1nccs1)c1cnccn1
    4 | -6 | -4 | 6 | -26 | 0 | 0.6 | 3 | -3
- COc1ccc(C(C(=O)NC2CCCC2)N(CCC(C)C)C(=O)CCC(=O)Nc2cc(C)on2)cc1 (stereo unspecified)
    0 | -12 | -29 | 3 | -23 | 0 | -1.3 | -10 | 14
- CCCc1[nH]nc2c1C(c1cc(OC)ccc1F)C(C#N)=C(N)O2 (stereo unspecified)
    -4 | -6 | 7 | 5 | -9 | 0 | 1.1 | -4 | 0
- COc1ccc(S(=O)(=O)Nc2c(NC3CCCCC3)c3ccccc3oc2=O)cc1Cl
    -5 | -11 | -31 | 6 | -2 | 2 | 14 | -3 | -8
- O=S(=O)(c1cccc2ccccc12)N1CCSC1
    10 | 2 | -1 | -12 | -2 | 0 | 0.1 | -1 | 0

Two entries picked at random from those above:
Value order – CHRM1 PAM | OXTR potentiator | CHO parental Ca | CHRM1 antagonist | CHO-K1 Ca antag | M4 ag | CHO-K1 Ca ag | CHRM1 agonist | CHRM4 antagonist
- COc1ccc(C(C(=O)NC2CCCC2)N(CCC(C)C)C(=O)CCC(=O)Nc2cc(C)on2)cc1 (stereo unspecified)
    0 | -12 | -29 | 3 | -23 | 0 | -1.3 | -10 | 14
- CCCCCCCCN1C(=O)[C@H](CC(=O)NCC23CC4CC(CC(C4)C2)C3)C[C@@]2(C(=O)OCC)CCCC=C12
    nt | nt | nt | nt | 0 | 1 | 0.8 | nt | -5

The list goes on.
Value order – CHRM1 PAM | OXTR potentiator | CHO parental Ca | CHRM1 antagonist | CHO-K1 Ca antag | M4 ag | CHO-K1 Ca ag | CHRM1 agonist | CHRM4 antagonist
- Cc1ccc(S(=O)(=O)NCCC(=O)Nc2cc(F)ccc2C)cc1C
    -10 | -2 | -13 | 21* | 6 | 0 | 0.7 | -2 | 4
- Cc1ccc(N2CCN(S(=O)(=O)c3ccc4oc(=O)ccc4c3)CC2)c(C)c1
    12 | -12 | 9 | -23 | -10 | 6 | 2.4 | 1 | -14
- O=C(O)c1ccccc1C(=O)NCCc1ccc(Cl)cc1
    11 | 3 | -6 | -2 | -14 | 1 | 1.0 | -5 | 1
- O=C(NCc1cccs1)c1ccc2ccccc2n1
    -2 | -3 | -7 | -6 | -10 | 1 | 0.5 | -11 | -11
- O=C(COC(=O)/C=C/c1cccc(C(F)(F)F)c1)NCCN1C(=O)CSC1=O
    15 | -6 | -20 | -4 | 6 | 3 | 0.6 | 0 | -14
- CC(C)c1ccc(/C=N/NC(=O)C(=O)NCCCN2CCOCC2)cc1
    -3 | -8 | -11 | 2 | 17 | 0 | -0.2 | -4 | -6
- Cc1cc(C)n2cc(CSCc3ccccc3)nc2n1
    4 | -11 | -1 | -4 | 6 | 1 | -0.2 | -6 | -2
- COC(=O)c1cnn(-c2cc(Oc3ccccc3)ncn2)c1N
    2 | -18 | 9 | 12 | 18 | 0 | 0.2 | 0 | 1
- O=C(Nc1ccc(F)c(F)c1)C1CCCN1S(=O)(=O)c1ccc(F)cc1 (stereo unspecified)
    3 | -7 | 9 | -9 | -11 | 3 | 2.4 | -1 | 22
- Cc1cccc(C(=O)Nc2cccc3cccnc23)c1
    5 | nt | nt | -16 | -15 | -1 | 0.1 | -3 | -9
- CC(C(=O)OCC(=O)c1ccc([N+](=O)[O-])cc1)N1C(=O)C2C3C=CC(C3)C2C1=O (stereo unspecified)
    1 | -3 | 4 | -2 | -14 | 6 | 1.9 | -4 | 7
- Cc1scc(C(=O)Nc2ccon2)c1-c1ccccc1
    -6 | 1 | -18 | 21 | -7 | 16 | 4.3 | -3 | 25
- O=C(CNC(=O)c1sc2ccccc2c1Cl)NCc1cccc(C(F)(F)F)c1
    -3 | 5 | -6 | 4 | 14 | 2 | -0.4 | -2 | -5
- O=C(NC1CC1)C1CCN(S(=O)(=O)c2cc(Cl)ccc2Cl)CC1
    -4 | -6 | -2 | 8 | -4 | 1 | 5.6 | -6 | -3
- COC(=O)c1cn(CCC#N)nc1-c1ccc2ccccc2c1
    9 | -5 | -1 | -7 | -7 | 1 | 0.6 | -5 | -5

Four structures from above, arranged by heavy-atom count, ascending.
Value order – CHRM1 PAM | OXTR potentiator | CHO parental Ca | CHRM1 antagonist | CHO-K1 Ca antag | M4 ag | CHO-K1 Ca ag | CHRM1 agonist | CHRM4 antagonist
- Cc1cc(C)n2cc(CSCc3ccccc3)nc2n1
    4 | -11 | -1 | -4 | 6 | 1 | -0.2 | -6 | -2
- COC(=O)c1cnn(-c2cc(Oc3ccccc3)ncn2)c1N
    2 | -18 | 9 | 12 | 18 | 0 | 0.2 | 0 | 1
- O=C(Nc1ccc(F)c(F)c1)C1CCCN1S(=O)(=O)c1ccc(F)cc1 (stereo unspecified)
    3 | -7 | 9 | -9 | -11 | 3 | 2.4 | -1 | 22
- O=C(CNC(=O)c1sc2ccccc2c1Cl)NCc1cccc(C(F)(F)F)c1
    -3 | 5 | -6 | 4 | 14 | 2 | -0.4 | -2 | -5

The list continues:
Value order – CHRM1 PAM | OXTR potentiator | CHO parental Ca | CHRM1 antagonist | CHO-K1 Ca antag | M4 ag | CHO-K1 Ca ag | CHRM1 agonist | CHRM4 antagonist
- Cc1ccc(S(=O)(=O)NCC(=O)NC2CCCC2)cc1
    4 | nt | nt | -9 | -6 | 2 | 0.4 | -2 | -13
- O=C(Cc1csc(Nc2nc(=S)[nH]c3ccccc23)n1)N1CCN(c2cccc(Cl)c2)CC1
    4 | 4 | -13 | 1 | -9 | 1 | 0.5 | -3 | 8
- Fc1ccc(NCc2cccnc2)cc1
    7 | -9 | 5 | -5 | -11 | 2 | 0.4 | -2 | -5
- O=C(Nc1nc2c(s1)CCCC2)c1ccc2ncsc2c1
    -2 | -9 | -4 | 2 | -6 | 7 | 1.9 | -6 | -8
- CC1(c2nc3ccccc3[nH]2)c2ccccc2C(=O)N1Cc1ccccn1 (stereo unspecified)
    nt | nt | nt | nt | -19 | 0 | 0.3 | nt | -14
- O/N=C(\c1ccccc1)c1nccc2ccccc12
    16 | -3 | 1 | -5 | -3 | 1 | 0.6 | 0 | -7
- COc1ccc(-c2c(C)cc3oc(=O)cc(-c4ccccc4)c3c2C)cc1
    1 | nt | -25 | -8 | -14 | -1 | 0.3 | -5 | -2
- O=C(COc1ccc(F)cc1)Nc1ccc(-n2cnnn2)cc1
    -5 | -4 | 5 | 1 | -2 | 0 | 0.2 | -4 | 12

Compound activity deposited in PubChem by The Scripps Research Institute Molecular Screening Center.

This is a random part of the collection; any-hit rate near 2.9%.
